Assay outcomes deposited in PubChem BioAssay by several laboratories.
LYP inhibition: PTPN22 lymphoid phosphatase activity blockers – biochemical, fluorescence intensity, uHTS (AID 1779); recombinant LYP phosphatase, fluorescence intensity; higher % means a stronger effect; 290,000 compounds, 0.054% hits; inhibition, % at 11.5 µM, or IC50 in µM where a hit was titrated;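 also: plate controls were vehicle with enzyme for no effect and no enzyme for full effect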
XIAP displacement: XIAP antagonists, biochemical, IAP family, fluorescence polarization (AID 1018). XIAP BIR domain, fluorescence polarization peptide displacement; higher % means a stronger effect. displacement, % at 20 µM, or IC50 in µM where a hit was titrated. 200,000 compounds, 0.007% hits; in the data active = displacement above about 50%; also: a part of the inactive calls stands beside numbers as strong as those of hits
Hep lipid drop: hepatic lipid droplet formation modulation; AML12 mouse hepatocytes, oleate lipid droplets, BODIPY imaging; inhibition, % at 6.5 µM; 240,000 compounds, 0.4% hits;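 active = lipid droplet intensity inhibited by at least 50%, with more than 500 cells counted; inconclusive = wells with under 300 cells, treated as cytotoxic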
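Test system: AML12 mouse liver cells; schedule: overnight exposure; technique: high-content imaging of BODIPY-stained droplets and DAPI nuclei; read-out: % inhibition of corrected integrated BODIPY droplet signal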
SIAH1 antagonists: Siah-1 peptide-binding antagonists, primary screen, biochemical, fluorescence polarization, rhodamine-plectin, uHTS (AID 1817); Siah-1 / rhodamine-plectin peptide fluorescence polarization; higher % means a stronger effect; displacement, % at 20 µM; hits with a dose series show IC50 in µM; 290,000 compounds, 0.02% hits;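 active = displacement of at least 50% at 20 µM, with a fluorescence ratio check between 0.3 and a set limit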;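 also: plate controls were Siah plus tracer with DMSO for no effect and tracer alone without Siah for full effect; strong numbers were not always called active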
NS5 inhibitors: flavivirus cap methylation enzyme inhibition – biochemical, confirmation dose response, primary screen (AID 588689); Dengue-2 NS5 methyltransferase capping enzyme assay, biochemical; higher % means a stronger effect; inhibition, % at 25 µM; hits with a dose series show IC50 in µM; 340,000 compounds, 0.3% hits; in the data active = a potency from the dose series; inconclusive = inhibition above about 29% without an active follow-up result
HIV fusion peptide: inhibitors of HIV fusion peptide binding, primary screen, biochemical, uHTS, fluorescence dequenching (AID 1986); cell-free peptide binding, fluorescence dequenching, 30 min; higher % means a stronger effect; one-dose inhibition, % at 20 µM; IC50 in µM for titrated hits; 290,000 compounds, 0.3% hits; in the data active = inhibition mostly above about 52%, no sharp cut-off; inactive = mostly below about 76%; also: some results filed as inactive read as strong as hits
HEK293 NOD2/NF-kB: NOD2 signaling inhibitors, cell-based, luminescence, uHTS, HEK293 (AID 1566) | HEK293 NOD2/NF-kB luciferase reporter, luminescence; higher % means a stronger effect | one-dose inhibition, % at 4 µM; EC50 in µM for titrated hits | 290,000 compounds, 0.63% hits; also: many of its hits are not listed in these tables
Myeloid diff MLP: promotes myeloid progenitor differentiation | AID 624256 | calls only at 10 µM | ER-HoxA9 myeloid progenitors, lysozyme-GFP differentiation, flow cytometry | 360,000 compounds, 1% hits;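 active = normalized GFP-positive differentiation at or above the plate's own cutoff, the solvent-only control mean plus 3 SD; inconclusive = no clear call, values can overlap the other calls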;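 also: cells exposed to compound for four days before flow analysis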
AID2073: inhibitors of Mint1-CaV2.2 protein interaction, biochemical, HTRF (AID 2073); HTRF protein-protein interaction, Mint1-CaV2.2; higher % means a stronger effect; one-dose inhibition, % at 20 µM; IC50 in µM for titrated hits; 290,000 compounds, 0.19% hits; in the data active = inhibition mostly above about 51%, no sharp cut-off; inconclusive = no clear call, values can overlap the other calls; inactive = mostly below about 53%; also: some results filed as inactive read as strong as hits
Hep lipid drop cells 6.5 µM: second read-out of Hep lipid drop, no call of its own (marks repeat the call); cell count; measured here: cell count, cytotoxicity flag;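 cells counted across two imaged fields per well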
NS5 inhibitors pilot replicate: also measured in NS5 inhibitors; calls as there; inhibition, %; measured here: pilot screen replicate inhibition
Myeloid diff MLP GFP+ MAC1+ %: second read-out of Myeloid diff MLP, no call of its own (marks repeat the call); GFP+ MAC1+ double positive, %; measured here: differentiation confirmed by MAC1 staining
The depositor's hits bear a star; i = inactive; ? = inconclusive; nt = no result given. Rule as the data show it, unless noted: active = inhibition above about 50%; inactive = the rest. This is a subset. The share of hits here may be higher or lower than overall.

SMILES	LYP inhibition	XIAP displacement	Hep lipid drop	Hep lipid drop cells 6.5 µM	SIAH1 antagonists	NS5 inhibitors	HIV fusion peptide	HEK293 NOD2/NF-kB	Myeloid diff MLP	Myeloid diff MLP GFP+ MAC1+ %	AID2073	others
COc1ccc(C2CC(c3cccs3)=NN2C(=O)COC(=O)c2cc3ccccc3cc2O)cc1OC (centres undefined)	2.1%	-3.1%	45.3	564	8.8%	-0.7%	-0.4%	6.1%	i	0.7	17.5%
CCOc1ccc(N2CC(C(=O)N3CCCCCC3)CC2=O)cc1 (centres undefined)	-5.7%	nt	-26.9	729	0.5%	5.0%	-0.9%	-9.0%	i	1.1	3.4%
COc1cc(-c2nc(-c3ccccn3)no2)cc(OC)c1OC	-6.7%	-0.9%	nt	nt	8.5%	1.4%	17.5%	-18.2%	i	1.9	-8.8%
CC12CCC(=O)N1C(C(=O)Nc1ccc(F)cc1)CS2 (centres undefined)	-5.5%	nt	13.3	885	8.4%	-10.5%	-0.9%	8.0%	i	0.8	1.2%
COc1ccccc1NC(=O)C(C)NS(=O)(=O)c1ccc(F)cc1 (centres undefined)	-4.2%	-12.2%	10.2	690	0.1%	-0.7%	0.4%	-17.1%	i	0.7	8.5%
COc1ccc(N(C(=O)CS(=O)CC(=O)Nc2ccc(F)cc2)C(C(=O)NC2CCCCC2)c2cccs2)cc1 (centres undefined)	-4.1%	1.4%	17.7	725	7.3%	-7.3%	-1.5%	5.2%	i	0.4	1.8%
COc1ccccc1CNS(=O)(=O)c1ccc2c(c1)N(C(C)=O)CC(C)S2 (centres undefined)	-9.9%	nt	-52.4	703	-2.0%	-1.0%	-2.3%	nt	i	1.4	15.0%
Cc1ccc(-n2nc3c(c2NC(=O)c2ccc4c(c2)OCO4)CS(=O)(=O)C3)c(C)c1	-10.1%	nt	-7.3	805	-2.7%	-10.0%	-3.2%	-38.7%	i	0.5	3.4%
COc1ccc(Cl)cc1NS(=O)(=O)c1cc(Cl)ccc1OC	-4.7%	-6.1%	-13.8	796	3.6%	-5.5%	-0.4%	-17.3%	i	0.8	-5.7%
Oc1c(CN2CCOCC2)cc(-c2ccccc2)cc1CN1CCOCC1	-3.9%	-2.8%	nt	nt	-1.1%	-7.8%	-2.9%	8.7%	i	0.5	13.0%
Cc1nnsc1C(=O)N1CCCC(C(=O)c2ccc(C(F)(F)F)cc2)C1 (centres undefined)	-7.5%	-2.7%	-3.9	721	10.1%	-8.0%	2.4%	14.1%	i	0.3	4.8%
Cc1cccc(Cc2c(C)nc3nc(SCC(=O)O)nn3c2C)c1	0.2%	-10.5%	-1.9	665	-1.3%	-16.7%	0.5%	11.4%	i	0.7	-2.7%
CC1CCCCC1NC(=O)CSc1nc2ccccc2[nH]1 (centres undefined)	1.0%	nt	-4.8	787	1.9%	-5.0%	-0.8%	18.2%	i	0.1	27.8%
Cc1cc(F)ccc1S(=O)(=O)Nc1ncnc2sc3c(c12)CCC3	4.3%	-5.9%	-1.8	663	-5.2%	-0.7%	6.7%	11.9%	i	0.4	20.2%
COc1ccc(Cc2c(N)nc(N)nc2N)cc1	-0.6%	-1.2%	nt	nt	-2.1%	2.1%	3.5%	-0.3%	i	0.8	21.4%
COc1ccc(S(=O)(=O)N2CCC(C(N)=O)(N3CCCCC3)CC2)cc1	-1.4%	-11.2%	nt	nt	2.4%	-1.4%	-1.8%	9.5%	i	1.4	37.3%
COc1ccc(C(CCN)Cc2ccccc2)cc1 (centres undefined)	-6.4%	-3.7%	-5.1	725	2.0%	-4.5%	0.0%	14.4%	i	0.2	34.5%
N=C1C2=C3Sc4ccccc4N3CCCC2=NN1c1cccc(S(=O)(=O)O)c1	1.3%	nt	-4.7	683	-0.4%	-4.6%	8.0%	8.6%	i	0.8	-16.9%
CC1(C)CC(=O)C2=C(C1)NC(=O)CC2c1cc(F)ccc1F (centres undefined)	4.3%	-2.2%	nt	nt	3.7%	-4.9%	1.0%	30.5%	i	0.4	-0.8%
Cc1ccc(S(=O)(=O)N2CCC(C(=O)OCC(=O)N(CC(C)C)C3CCS(=O)(=O)C3)CC2)cc1C (centres undefined)	-5.7%	nt	2.5	814	13.4%	-4.5%	1.3%	12.5%	i	0.5	-1.6%

Ordered by length of the SMILES (low to high): part of the list above
SMILES	LYP inhibition	XIAP displacement	Hep lipid drop	Hep lipid drop cells 6.5 µM	SIAH1 antagonists	NS5 inhibitors	HIV fusion peptide	HEK293 NOD2/NF-kB	Myeloid diff MLP	Myeloid diff MLP GFP+ MAC1+ %	AID2073	others
CC1(C)CC(=O)C2=C(C1)NC(=O)CC2c1cc(F)ccc1F (centres undefined)	4.3%	-2.2%	nt	nt	3.7%	-4.9%	1.0%	30.5%	i	0.4	-0.8%
COc1ccc(S(=O)(=O)N2CCC(C(N)=O)(N3CCCCC3)CC2)cc1	-1.4%	-11.2%	nt	nt	2.4%	-1.4%	-1.8%	9.5%	i	1.4	37.3%
Cc1ccc(S(=O)(=O)N2CCC(C(=O)OCC(=O)N(CC(C)C)C3CCS(=O)(=O)C3)CC2)cc1C (centres undefined)	-5.7%	nt	2.5	814	13.4%	-4.5%	1.3%	12.5%	i	0.5	-1.6%

Next part.
SMILES	LYP inhibition	XIAP displacement	Hep lipid drop	Hep lipid drop cells 6.5 µM	SIAH1 antagonists	NS5 inhibitors	HIV fusion peptide	HEK293 NOD2/NF-kB	Myeloid diff MLP	Myeloid diff MLP GFP+ MAC1+ %	AID2073	others
CN(C)c1nc(N(C)C)nc(N2CCCCC2)n1	-6.6%	-6.9%	nt	nt	2.2%	-1.2%	-1.7%	8.4%	i	0.3	-1.7%	NS5 inhibitors pilot replicate=2.1
Cc1ccnc(NC(=O)c2ccc3[nH]c(=O)c(=O)[nH]c3c2)c1	-7.5%	nt	6.6	753	0.3%	-4.6%	-2.7%	-10.3%	i	1.4	17.2%
CC(=O)c1ccc(NC(=S)Nc2cccc(Cl)c2C)cc1	8.9%	-5.5%	1.0	654	3.2%	-10.1%	-1.0%	10.7%	i	0.5	-5.1%
Cn1c(NCCN2CCCCC2)cc(=O)n(C)c1=O	-7.9%	-9.7%	-2.9	766	3.7%	-4.8%	3.1%	18.3%	i	0.5	6.1%
COC(=O)c1cc2sc(Cl)cc2n1CC(=O)Nc1cccc(SC)c1	1.8%	-1.3%	nt	nt	-4.4%	-2.8%	1.5%	-41.4%	i	10.3	4.1%
CC(C)Nc1nc(NNc2nc(Cl)nc(NC(C)(C)C)n2)nc(NC(C)C)n1	-6.2%	nt	nt	nt	-1.9%	nt	0.6%	10.0%	i	0.8	-9.4%
O=C1C2C(C(=O)N1CC1CCCO1)C1C=CC2C12CC2 (centres undefined)	-6.9%	-8.5%	8.9	734	3.5%	4.1%	-2.1%	10.7%	nt	nt	2.1%
Nc1c(C(=O)NCC2CCCO2)c2nc3ccccc3nc2n1-c1ccccc1 (centres undefined)	-8.9%	-4.1%	nt	nt	2.2%	-4.8%	-0.2%	7.0%	i	0.8	36.3%
O=c1c2ccccc2nc(-c2ccco2)n1CCc1ccc(O)cc1	-4.1%	nt	4.7	771	3.6%	-5.9%	0.1%	26.4%	i	0.6	16.8%
CCCCN(C(=O)NC(=O)Nc1ccccc1OC)S(C)(=O)=O	-0.1%	-4.0%	nt	nt	3.5%	-2.0%	-0.9%	3.0%	i	2.8	-11.2%
CC(C)(C)C(=O)c1cn(CC(=O)NCc2ccc3c(c2)OCO3)c2ccccc12	-9.0%	-4.6%	-6.0	710	-5.1%	5.6%	1.8%	-48.8%	i	2.2	?
O=C1CSC(c2ccncc2)N1Cc1ccccc1 (centres undefined)	-9.1%	0.4%	4.6	686	-1.3%	-4.1%	-2.9%	5.8%	i	0.0	0.6%
CC1(NC(=O)c2cc(S(=O)(=O)N3CCCCC3)ccc2Cl)CCS(=O)(=O)C1 (centres undefined)	-4.7%	-4.7%	17.3	828	-1.8%	-2.0%	0.0%	6.3%	i	1.0	-7.2%	NS5 inhibitors pilot replicate=-2.4
CN(C)S(=O)(=O)c1cc(NC(=O)CN2CCN(c3ccccc3F)CC2)ccc1Cl	-5.4%	-2.5%	-4.2	718	-3.8%	-6.0%	-0.5%	5.2%	i	0.9	-2.0%
CCN(Cc1ccccc1)C(=O)CSc1nc(C)cc(=O)[nH]1	-1.1%	-1.1%	0.3	704	2.6%	-3.2%	1.5%	4.6%	i	0.1	-12.9%
COC(=O)C1=C(C)N=C2SCCC(=O)N2C1c1ccc(C(=O)OC)cc1 (centres undefined)	-0.3%	2.5%	4.9	682	3.3%	-6.2%	-2.5%	3.4%	i	0.7	11.3%
CC(C)N(Cc1nccn1C)C(=O)CC1C(=O)NCCN1Cc1ccccc1C(F)(F)F (centres undefined)	-6.1%	-4.7%	-23.4	605	1.4%	3.0%	-0.9%	-0.2%	i	0.6	-12.0%
Cc1ccc(NC(=O)N2CCCC(c3ccccc3)C2)cc1 (centres undefined)	-5.6%	nt	11.7	830	-1.5%	-0.3%	-0.3%	4.3%	i	0.2	2.5%
Cc1ccc(/C=N/NC(=O)c2nnn(-c3nonc3N)c2-c2ccc3c(c2)OCO3)s1	-0.2%	nt	0.7	691	-1.6%	-5.3%	-1.8%	-5.7%	i	1.1	0.4%
COc1ccc(N2CCN(C(=O)CCc3cc(OC)c(OC)c(OC)c3)CC2)cc1	-10.3%	nt	-0.7	678	3.2%	-3.6%	-0.4%	5.2%	i	0.7	27.2%
COCCCNC(=O)CCc1nnc2ccc(N3CCC(C)CC3)nn12	-4.2%	nt	-13.3	804	0.6%	4.6%	-0.3%	-13.9%	i	0.3	8.0%
Cc1ccc(C(=O)COC(=O)CNC(=O)CN2C(=O)c3ccccc3C2=O)cc1	-11.1%	-5.0%	5.7	480	-2.8%	-7.4%	0.3%	16.5%	i	0.6	3.4%

Of the compounds above, these have an aryl thioether with sulfur outside any ring.
SMILES	LYP inhibition	XIAP displacement	Hep lipid drop	Hep lipid drop cells 6.5 µM	SIAH1 antagonists	NS5 inhibitors	HIV fusion peptide	HEK293 NOD2/NF-kB	Myeloid diff MLP	Myeloid diff MLP GFP+ MAC1+ %	AID2073	others
Cc1cccc(Cc2c(C)nc3nc(SCC(=O)O)nn3c2C)c1	0.2%	-10.5%	-1.9	665	-1.3%	-16.7%	0.5%	11.4%	i	0.7	-2.7%
CC1CCCCC1NC(=O)CSc1nc2ccccc2[nH]1 (centres undefined)	1.0%	nt	-4.8	787	1.9%	-5.0%	-0.8%	18.2%	i	0.1	27.8%
COC(=O)c1cc2sc(Cl)cc2n1CC(=O)Nc1cccc(SC)c1	1.8%	-1.3%	nt	nt	-4.4%	-2.8%	1.5%	-41.4%	i	10.3	4.1%
CCN(Cc1ccccc1)C(=O)CSc1nc(C)cc(=O)[nH]1	-1.1%	-1.1%	0.3	704	2.6%	-3.2%	1.5%	4.6%	i	0.1	-12.9%
